# Source: PubChem BioAssay (National Center for Advancing Translational Sciences (NCATS))
# S3 lipid droplet: qHTS Assay for Lipid Storage Modulators in Drosophila S3 Cells; Drosophila S3 cells, BODIPY lipid droplet fluorescence, 18-24 h; cells fed with added oleic acid; Potency in µM for hits, for the others lipid storage change, negative = inhibition, % at the top dose, mostly 46.1 µM; hit rate 0.64% among 320,000; AID 2685; active = well fitted inhibition curve with a large enough effect in the signal ratio, with a control signal flat, not every such curve was filed as active; inconclusive = small, poorly fitted or top-dose-only effect, or effect the other way, or a change in a side signal; the % refers to the signal ratio
#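 Drosophila S3 cells loaded with oleic acid (400 uM, as added) and compounds at several concentrations; lipid droplets imaged by 488-nm laser-scanning cytometry, 500–530 nm intensity and object ratio to cell channel. Percent activity normalized to 20 uM Triacsin C.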
# S3 lipid droplet cell count max: further read-out of S3 lipid droplet, marked with its call; cell number change, %; measured here: cell count max response;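 cells counted by Cell Tracker Red CMTPX staining in the red channel; peak over a dose series mostly up to 46.1 µM; percent activity relative to internal control wells on each plate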
# * hit, by the source's call; i = inactive; ? = inconclusive; / = not tested or not shown. % is scaled to controls: 0 for no effect and ±100 for the full control effect; potency is read from the fitted curve at half-maximal effect. This is a subset; the hit share may differ from the screen's.
SMILES	S3 lipid droplet	S3 lipid droplet cell count max
O=C(NCC1CCCO1)c1ccccc1-c1nc(-c2ccc(Cl)cc2)no1 (stereo not given)	?	/
CSc1nc(Sc2ccc(Cl)cc2)c2ccccc2n1	?	/
Cc1ccc(C(=O)O)cc1NC(=O)C1CCCN1S(=O)(=O)c1cccc2nsnc12 (stereo not given)	11.3%	/
CCOC(=O)c1c(C)oc2c1c(C=NCCO)c(O)c1ccccc12	?	/
COCc1ccc(CN2CCC(CO)(CC3CCCCO3)CC2)o1 (stereo not given)	?	/
COc1ccc(C/C(N)=N/OC(=O)c2ccco2)cc1OC	-1.2%	21.7
O=C(c1ccccn1)C1CCCN(Cc2cn[nH]c2-c2cc3ccccc3o2)C1 (stereo not given)	13.4%	-5.7
O=C(NCCCN1CCCC1)Nc1ccc(F)cc1	?	/
CCC1Oc2ccc(C)cc2N(CC(=O)N2CCCC2)C1=O (stereo not given)	?	/
COc1ccc(/C=N/Nc2nc(N3CCCCC3)nc(N3CCCCC3)n2)cc1[N+](=O)[O-]	?	/
CCC(=O)N/N=C/c1ccc(OS(=O)(=O)c2ccccc2)cc1	?	/
CCN(CC)CCN1C(=O)C(=O)/C(=C(/O)c2c(C)[nH]c(C(=O)OC)c2C)C1c1ccc(OC)cc1 (stereo not given)	?	/
CCOC(=O)C1CCN(C(=O)c2ccc(OCC(=O)Nc3cccc(C(F)(F)F)c3)c(OC)c2)CC1	13.5%	8.0
O=c1c2ccccc2nc(SCc2ccccc2)n1Cc1ccco1	-1.1%	-21.8
COC(=O)[C@H](CCSC)NC(=O)Nc1ccc(C)c(C)c1	5.17µM*	-12.2*
CC(=O)Nc1ccc(Nc2nc(C)c([N+](=O)[O-])c(Nc3ccc(NC(C)=O)cc3)n2)cc1	?	/
Cc1cc(C)c2c(=O)n(CC(=O)N3CCC(N4CCCCC4)CC3)sc2n1	?	/
CCOc1ccc(C(=O)N2CCN(c3ccccn3)CC2)cc1	?	/
Cc1cccc(C(C)C)c1NC(=O)COC(=O)CN1C(=O)C2CC=CCC2C1=O (stereo not given)	i	/
O=C(NC1CCCCCCC1)C1c2ccccc2C(=O)N1Cc1cccs1 (stereo not given)	?	/
CCOC(=O)/C(=N/Nc1ccc(Cl)cc1)S(=O)(=O)c1ccccc1	?	/
C=CCOC(=O)C1=C(C)NC(C)=C(C(=O)OCC=C)C1c1cccs1	-21.4%	/
COCCCNC(=O)CSc1nc2c(sc3ccccc32)c(=O)n1CCCC(=O)NCC1CCCO1 (stereo not given)	0.6%	20.5
O=[N+]([O-])c1cc(/C=N\Nc2ccccn2)ccc1Cl	?	/
O=C(CN1CC(c2ccccc2)CC1=O)OCc1ccccc1F (stereo not given)	?	/
COC(=O)CN1C(=O)S/C(=C/c2cc(C)n(C)c2C)C1=O	-6.9%	-13.5
O=C(NC1CCN(Cc2ccc(Cl)cc2)CC1)c1cn(-c2ccccc2)nc1-c1cccnc1	9.0%	2.9
CCN1C(=O)c2ccc(C(=O)Nc3ccc(O)cc3C)cc2C1=O	?	/
CC(C)CCN(C(=O)c1ccncc1)c1c(N)n(Cc2ccccc2)c(=O)[nH]c1=O	?	/
COCCNC(=O)COc1cccc(Oc2ccccc2)c1	?	/

# Further results:
SMILES	S3 lipid droplet	S3 lipid droplet cell count max
Cc1ccc(CNCc2cc3c(C(C)(C)C)nn(-c4ccccc4)c3[nH]c2=O)cc1	?	/
CC1CN(c2ccc(S(=O)(=O)N3CCCC3)cn2)CC(C)O1 (stereo not given)	?	/
Cc1ccc2[nH]c3c(c2c1)CCN(C)C3	?	/
Cc1cc(=O)n2[nH]c(C(=O)O)nc2n1	-0.1%	-2.7
CC(C)Cc1nc2oc3c(NCC4CCCO4)ncnc3c2c2c1CCC2 (stereo not given)	?	/
COc1ccc(-n2cc(CNCCc3cnc[nH]3)c(-c3cccc(F)c3)n2)cc1	?	/
CCOc1ccc(N=C(NC#N)SCC)cc1	8.3%	2.6
Cc1ccc(C2(CCNS(=O)(=O)c3ccc(C)cc3)CCOC(C(C)C)C2)cc1 (stereo not given)	?	/
CCC(C)(C)n1nnnc1CN(Cc1cc2cc(OC)ccc2[nH]c1=O)C1CCCC1	?	/
C/C(=N\NC(=O)c1ccccc1O)c1ccc(NC(=O)Cc2ccccc2)cc1	?	/
CN(/N=C/c1ccncc1)c1cnn(-c2ccc(F)c(Cl)c2)c(=O)c1Cl	1.4%	-25.3
CCOC(=O)c1cn(-c2nc(-c3ccc(Cl)cc3)cs2)c2c(F)c(N3CC(C)OC(C)C3)c(F)cc2c1=O (stereo not given)	19.2%	3.7
Cn1c(CC(=O)NNC(=O)c2ccc(F)cc2F)nc2ccccc21	?	/
CCOc1ccccc1NC(=O)Nc1ccc2c(c1)CCC2	?	/
Cc1cc(CNC(=O)C(C)n2nc(C)c([N+](=O)[O-])c2C)c2ccccc2n1 (stereo not given)	?	/
CNC(=O)NC(=O)CSc1nc2cc(C(=O)OC)ccc2c(=O)n1-c1ccccc1	?	/
Cc1ccc(C)c(N2CCN(S(=O)(=O)c3ccc4c(c3)CC(C)N4C(=O)C3CC3)CC2)c1 (stereo not given)	?	/
CCOc1ccc2[nH]c(=O)c(CN(CCO)C(=O)c3ccccc3F)cc2c1	?	/
CC/C=C(\NC(C)=O)c1ccccc1	?	/
COc1ccc(N(CC(=O)N/N=C/c2cccnc2)S(=O)(=O)c2ccccc2)c(OC)c1	?	/
c1coc(CN2CNc3nc4ccccc4n3C2)c1	?	/
CCCOC(=O)c1ccc(NC(=O)C2C3CCC(C3)C2C(=O)O)cc1 (stereo not given)	13.5%	3.0
CSc1nc2ccc3nc(NC(=O)c4ccc(Cl)s4)sc3c2s1	25.2%	6.8
Cc1ccc(NC(=O)C2COc3ccccc3O2)cc1S(=O)(=O)N1CCCCC1 (stereo not given)	?	/
O=C(Nc1ccc(O)cc1)/C(=C\c1ccncc1)NC(=O)c1ccccc1	-0.5%	-2.4
CC1(C)CC(CC(=O)NC(=S)Nc2ccc([N+](=O)[O-])cc2)C(=O)O1 (stereo not given)	-3.7%	-11.9
COc1ccc(C(=O)Nc2ccccc2C(=O)NC(C)C)cc1OC	?	/
O=C(NCc1ccccn1)c1n[nH]c(=O)c2ccccc12	7.0%	-20.6
Cn1c(CNC(=O)c2cccs2)nnc1SCC(=O)Nc1ccc(Cl)cc1	-7.7%	-20.7
O=C(CSc1ncccn1)Nc1ncc(C(F)(F)F)cc1Cl	4.4%	2.4

# Complete entries, looked up by structure.
# CNC(=O)NC(=O)CSc1nc2cc(C(=O)OC)ccc2c(=O)n1-c1ccccc1 is listed with S3 lipid droplet: ?; S3 lipid droplet cell count max: /
# CCOC(=O)c1cn(-c2nc(-c3ccc(Cl)cc3)cs2)c2c(F)c(N3CC(C)OC(C)C3)c(F)cc2c1=O (stereo not given) is listed with S3 lipid droplet: 19.2%; S3 lipid droplet cell count max: 3.7

# Some of these compounds in order of their number in S3 lipid droplet cell count max, ascending.
smiles | S3 lipid droplet cell count max
CN(/N=C/c1ccncc1)c1cnn(-c2ccc(F)c(Cl)c2)c(=O)c1Cl | -25.3
Cn1c(CNC(=O)c2cccs2)nnc1SCC(=O)Nc1ccc(Cl)cc1 | -20.7
CCOC(=O)C1CCN(C(=O)c2ccc(OCC(=O)Nc3cccc(C(F)(F)F)c3)c(OC)c2)CC1 | 8.0

# Later entries:
SMILES	S3 lipid droplet	S3 lipid droplet cell count max
CC1(C)CC(=O)C(C=NCCC2=CCCCC2)=C(O)C1	?	/
O=c1ccc2c(-c3ccccc3S(=O)(=O)O)c3ccc(O)c(O)c3oc-2c1O	?	/
O=C(NCCc1ccccc1)C1CCC(CNS(=O)(=O)c2ccc(F)cc2)CC1 (stereo not given)	20.4%	-14.6
Cc1sc2nc(SCC(=O)Nc3ccc(S(N)(=O)=O)cc3)[nH]c(=O)c2c1C	?	/
O=C1CCC([N+](=O)[O-])C(c2cccc(Br)c2)N1 (stereo not given)	?	/
NC(=O)C1(N2CCCCC2)CCN(C(=S)Nc2cccc(Cl)c2)CC1	9.4%	12.5
COC(=O)C1=C(C)N(CCc2c[nH]c3ccc(OC)cc23)C(=O)C1	16.9%	-2.0
CCOc1ccc2nc(N(CCCN(C)C)C(=O)c3ccc4c(c3)CCCC4)sc2c1	?	/
O=C1C(=O)N(CCN2CCOCC2)C(c2ccccc2)/C1=C(\O)c1ccc2c(c1)OCCO2 (stereo not given)	?	/
O=C(CCc1nc(-c2ccccc2)no1)NCc1ccccc1CN1CCOCC1	i	-12.3
CCC1NC(=O)c2cc(S(N)(=O)=O)c(Cl)cc2N1 (stereo not given)	?	/
CC(Sc1nc(N)cc(=O)[nH]1)C(=O)Nc1cccc(Cl)c1 (stereo not given)	11.2%	-1.8
CCCCC(c1nnnn1C1CCCC1)N1CCN(C2CCCC2)CC1 (stereo not given)	14.7%	-1.5
O=C(NCCc1ccc(S(=O)(=O)N2CCCC2)cc1)c1cccs1	12.4%	-9.5
COc1ccc(S(=O)(=O)N2CCCC(C(=O)NCCCn3ccnc3)C2)cc1OC (stereo not given)	?	/
Cc1ccccc1CNC(=O)C1CCCN(c2cnccn2)C1 (stereo not given)	5.7%	25.7
O=C1CSC(c2ccccc2)N1Cc1ccccc1 (stereo not given)	7.2%	-17.8
Cc1ccc(Sc2ncccc2C(=O)O)cc1C	?	/
COc1cccc(NC(=S)N(CCc2c(C)[nH]c3ccc(C)cc23)Cc2cccs2)c1	?	/
COc1cc2oc3ccccc3c(=O)c2cc1OC	-12.2%	-9.6
CCOc1ccc(Nc2oc(Cc3ccccc3)nc2C#N)cc1	?	/
COC(=O)c1c(NC(=O)c2ccn(C)n2)sc2c1CCC2	?	/
C/C(=N\NC(=O)C(=O)Nc1cc(C)ccc1C)c1ccncc1	-1.0%	24.0
CCN(CC)CCN(CC)Cc1ccccc1Br	?	/
Brc1ccc(C=Nc2ccc3c(c2)OCCOCCOCCO3)s1	?	/
CC(CN1CCCCC1)OC(=O)c1ccco1 (stereo not given)	?	/
Cc1ccccc1NC(=O)c1ccc(NC(=O)c2ccco2)cc1	?	/
COc1cc(/C=N/O)ccc1Oc1ccc([N+](=O)[O-])cc1[N+](=O)[O-]	?	/
CCOC(=O)NN1C(=O)c2ccccc2NC1c1ccc(OC)cc1 (stereo not given)	9.1%	-0.3
CCCCN(CC)CCNC(=O)c1cc2c(=O)[nH]c3ccccc3c2s1	?	/

# Other compounds
SMILES	S3 lipid droplet	S3 lipid droplet cell count max
CC1=C(C(=O)N2CCOCC2)C(c2cccs2)NC(=O)N1 (stereo not given)	?	/
COc1ccc(S(=O)(=O)NC(C)C(=O)NCc2ccncc2)cc1C (stereo not given)	?	/
N#Cc1c(-c2ccc(Cl)cc2)cc(-c2ccccc2)nc1SCC(=O)O	i	-14.0
O=C(N/N=C/c1cccc([N+](=O)[O-])c1)c1cccs1	-13.1%	0.1
CC(C)(C)C1CCC(C(=O)Nc2ccccc2)CC1 (stereo not given)	?	/
COc1cc(OC)cc(C(=O)NNC(=O)c2cc3ccccc3cc2O)c1	?	/
N#C/C(=C\c1ccc(N2CCOCC2)o1)c1nc2ccccc2[nH]1	?	/
COc1cccc(C2CCCCN(C)C2=O)c1 (stereo not given)	11.1%	-12.4
CC(C)CC(=O)N=C1SC2CS(=O)(=O)CC2N1Cc1ccccc1Cl (stereo not given)	-5.2%	17.0
Fc1ccc(-c2csc(-c3ccncc3)n2)cc1	4.1%	8.9
N#Cc1ccc(N/N=C/c2cn(-c3ccccc3)nc2-c2ccccc2)c([N+](=O)[O-])c1	?	/
COc1c(F)c(F)c(C(=O)O)c(Nc2ccccc2C)c1F	?	/
COC(=O)c1sc(SC)c(-c2ccon2)c1C	0.5%	10.3
Fc1ccc(N=C2NN=C(c3cc(F)ccc3F)CS2)cc1	-1.4%	-10.8
O=C(NNc1ccccc1[N+](=O)[O-])Nc1ccc(F)cc1	-0.9%	7.6
CC(=O)Nc1c(O)c2ccccc2[nH]c1=O	-5.6%	17.1
O=C(NCc1cccs1)C1CCCN(S(=O)(=O)c2ccc(Br)s2)C1 (stereo not given)	12.7%	-21.9
CC(C)c1ccccc1NC(=O)COc1ccc2c(=O)c(Oc3ccc4ccccc4c3)coc2c1	?	/
CC(=O)Nc1ccc(CN2CCCC(CO)(Cc3cccc(Cl)c3)C2)cc1 (stereo not given)	?	/
CCOC(=O)C1CCN(C(=O)CN(c2ccc(Cl)c(C(F)(F)F)c2)S(C)(=O)=O)CC1	i	-3.1
N=C1S/C(=C\c2ccc(O)cc2)C(=O)N1c1ccc(F)cc1	0.8%	-19.7
c1ccc(Cc2nnc(Sc3ccccc3)c3ccccc23)cc1	-4.6%	4.3
Cc1nc(CS(=O)c2ccccc2)cc(N2CCOCC2)n1 (stereo not given)	4.6%	-12.3
COC(=O)N/N=C/c1cn(CCOc2cccc(OC)c2)c2ccccc12	?	/
O=C(CCc1nc(-c2ccccc2)no1)NCc1cccnc1	?	/
CCOC(=O)N1CCN(Cc2c(O)ccc3ccccc23)CC1	0.3%	12.5
COCCn1c(=O)[nH]c2cc(C(=O)NCc3ccccc3)ccc2c1=O	?	/
COc1cc(N2CCCC2)c(OC)cc1/C=C(/C#N)c1ccc(F)cc1	?	/
COCCNC(=O)Cn1c(=O)oc2cc(S(=O)(=O)N3CC(C)CC(C)C3)ccc21 (stereo not given)	?	/
